Tb PFK block: qHTS Assay to Find Inhibitors of T. brucei phosphofructokinase; T. brucei PFK, ADP-Glo luminescence; 0.17% of 330,000 active; ATP-dependent 6-phosphofructokinase (Trypanosoma brucei brucei), O15648; Potency, µM (titrated, usually from 57.5 µM), inactives show at the top dose activity, negative = inhibition, hits mostly inhibitors;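 also: potency is read from the fitted curve at half-maximal effect; 0% = uninhibited 1x PFK enzyme wells and -100% = no-enzyme wells; nearly all actives have a fitted effect of over 60% in size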
Target sequence (O15648 whole entry, looked up): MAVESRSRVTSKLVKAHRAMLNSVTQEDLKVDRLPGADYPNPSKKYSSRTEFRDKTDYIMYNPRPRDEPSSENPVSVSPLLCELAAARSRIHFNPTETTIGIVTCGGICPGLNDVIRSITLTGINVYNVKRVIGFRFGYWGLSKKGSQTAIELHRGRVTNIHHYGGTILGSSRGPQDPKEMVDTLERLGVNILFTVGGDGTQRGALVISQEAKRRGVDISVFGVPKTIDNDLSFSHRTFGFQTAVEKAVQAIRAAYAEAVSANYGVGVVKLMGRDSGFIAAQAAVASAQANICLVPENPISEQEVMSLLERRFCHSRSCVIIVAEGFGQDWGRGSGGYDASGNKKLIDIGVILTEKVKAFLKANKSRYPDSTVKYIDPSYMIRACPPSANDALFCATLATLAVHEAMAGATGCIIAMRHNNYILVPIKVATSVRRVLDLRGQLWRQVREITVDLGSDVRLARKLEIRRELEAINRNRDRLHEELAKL
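Activity is normalized to no-enzyme wells (full inhibition) and 1.25 nM enzyme wells (no inhibition). Reaction: 0.5 mM F6P, 0.1 mM ATP, 45 min RT, ADP-Glo luminescence; concentration-response curves fitted and classed by quality.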
TRPV1 ag: HTS Assay for Compounds that Act as Agonists of the Vanilloid Receptor 1. Transient receptor potential cation channel subfamily V member 1 (Homo sapiens), Q8NER1. TRPV1-expressing cells, Fluo-8 calcium influx, agonist mode. activation, % at 8.33 µM. 0.19% of 320,000 active. AID 540275, 2011; in the data active = activation above about 80%; inconclusive = between about 30% and that limit; also: 0% is about no effect
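Fluo-8 calcium influx in TRPV1-expressing cells, kinetic read (ex 480/em 520 nm). Compound added and read 3 min for agonist activity, followed by capsaicin at EC20 final and 2 min further read for enhancement.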
ELG1 genotoxic: qHTS screen for small molecules that induce genotoxicity in human embryonic kidney (HEK293T) cells expressing luciferase-tagged ELG1 | Potency, µM (series often up to 46 µM), for the others: at the top dose activity change, positive = activation, most hits filed as activators | 1.3% of 330,000 active | AID 504466, 2011 | HEK293T ELG1-luciferase reporter, luminescence, 16 h; also: potency is read from the fitted curve at half-maximal effect; % of control where 0% means no effect; nearly all actives have a fitted effect of over 60% in size
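Screening used a luciferase reporter fused to human ELG1 in HEK293T cells. Luminescence was read on a CCD plate imager after 16 hr exposure and 30 min ONE-Glo incubation.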
ELG1 DNA repair: qHTS screen for small molecules that inhibit ELG1-dependent DNA repair in human embryonic kidney (HEK293T) cells expressing luciferase-tagged ELG1; 2.3% of 330,000 active; Potency, µM (series often up to 46.1 µM), for the others: at the top dose activity change, negative = inhibition, usual class: inhibitors; AID 504467, 2011; HEK293T ELG1-luciferase reporter, luminescence, 16 h; DNA damage induced by 5-fluorouridine; also: potency is read from the fitted curve at half-maximal effect; % is scaled to controls: 0 for no effect and ±100 for the full control effect; nearly all actives have a fitted effect of over 55% in size
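Quantitative HTS, concentration-response format. 2,000 cells/well co-treated with 5-fluorouridine and compound, 16 hr in 5% CO2 at 37 °C; ONE-Glo luminescence read after 30 min.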
BRCA1 expr up: qHTS Assay to Identify Small Molecule Activators of BRCA1 Expression; MCF7-BRCA1-FFLuc reporter, luminescence, 48 h; response scale: scaled: vehicle 0%, 10 µM genistein 100%; Potency, µM (series often up to 46.1 µM), for inactives: at the highest dose activation, hits mostly activators; 1.1% of 380,000 active; AID 624202, 2012; also: potency is read from the fitted curve at half-maximal effect; nearly all actives have a fitted effect of over 80% in size; some results filed as inactive show a strong effect at the top dose
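MCF7 cells carrying a BRCA1-firefly luciferase reporter (2000 cells/well, phenol-red free MEM) were attached for 2 h at 37 °C, then given compounds for 48 h. Luminescence was read 15 min after luciferase reagent; activity normalized to genistein (10 microM) and DMSO.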
Rab9 prom act: qHTS Assay for Rab9 Promoter Activators. Huh7 Rab9 promoter-luciferase reporter, luminescence, 24 h. Potency, µM (highest dose often 9.22 µM), without a hit: top-dose activation, negative = inhibition, usual class: activators. 2.8% of 320,000 active; also: potency is read from the fitted curve at half-maximal effect; % of control where 0% means no effect; nearly all actives have a fitted effect of over 60% in size
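Luminescence from Amplite-detected luciferase (10 minutes, ambient) reports Rab9 promoter activation. Before that, stable Rab9-luciferase Huh7 cells (1500/well, reduced-serum OP-MEM I plus 10% FBS) were exposed to compound for 24 hours at 37C.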
RORgamma inh: qHTS for inhibitors of ROR gamma transcriptional activity; Nuclear receptor ROR-gamma (Mus musculus), P51450; Drosophila S2 Gal4-RORgamma UAS-luciferase reporter, 20 h; 5.4% of 310,000 active; Potency, µM (series often up to 53.6 µM), for the others: top-dose activity change, negative = inhibition, most hits filed as inhibitors; also: potency is read from the fitted curve at half-maximal effect; % is scaled to controls: 0 for no effect and ±100 for the full control effect; nearly all actives have a fitted effect of over 60% in size
Target sequence (P51450 whole entry, looked up, the tested form may be a part): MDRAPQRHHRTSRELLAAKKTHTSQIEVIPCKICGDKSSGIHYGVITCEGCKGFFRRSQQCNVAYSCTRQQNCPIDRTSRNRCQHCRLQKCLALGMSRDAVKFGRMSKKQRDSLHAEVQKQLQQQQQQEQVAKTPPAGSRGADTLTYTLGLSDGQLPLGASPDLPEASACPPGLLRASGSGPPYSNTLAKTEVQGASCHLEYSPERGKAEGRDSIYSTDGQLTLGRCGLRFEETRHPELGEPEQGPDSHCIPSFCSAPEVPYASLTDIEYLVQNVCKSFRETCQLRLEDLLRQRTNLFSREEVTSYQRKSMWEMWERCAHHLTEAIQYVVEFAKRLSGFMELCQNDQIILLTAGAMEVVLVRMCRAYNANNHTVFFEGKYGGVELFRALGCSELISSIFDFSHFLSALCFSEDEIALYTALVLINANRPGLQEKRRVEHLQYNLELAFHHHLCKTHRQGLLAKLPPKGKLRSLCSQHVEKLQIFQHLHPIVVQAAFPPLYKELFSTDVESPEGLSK
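In this cell-based reporter format, copper sulfate (700 uM final) drives Gal4–ROR gamma fusion expression from a metallothionein promoter in Drosophila Schneider cells; compounds preincubated 1 hr, reporter read after 20 hr at ambient temperature.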
p53 reactivator: qHTS assay for re-activators of p53 using a Luc reporter. H1299 p53-A138V BP100-luciferase reporter, luminescence, 24 h. Potency, µM (series often up to 92.2 µM), without a hit: at the top dose activity change, positive = activation, most hits filed as activators. AID 504706, 2011. 0.063% of 320,000 active; also: potency is read from the fitted curve at half-maximal effect; % of control where 0% means no effect; nearly all actives have a fitted effect of over 45% in size
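H1299 (p53-null), stable ts p53-A138V + BP100-Luc; 1000 cells/well, Opti-MEM/10% FBS; cpd 4 pt, 1:5; 24 h, 37 deg C, 5% CO2; detection reagent 10 min RT; luminescence.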
VP16 counter: VP16 counterscreen qHTS for inhibitors of ROR gamma transcriptional activity; AID 2546, 2010; Potency, µM (highest dose often 53.6 µM), for the others: top-dose activity, negative = inhibition, most hits filed as inhibitors; Drosophila S2 Gal4-VP16 UAS-luciferase, luminescence, 20 h; 3.5% of 310,000 active;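 also: Gal4-VP16 expression switched on by copper sulfate through the metallothionein promoter; potency is read from the fitted curve at half-maximal effect; % is scaled to controls: 0 for no effect and ±100 for the full control effect; nearly all actives have a fitted effect of over 50% in size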
NPC1 prom act: qHTS Assay for NPC1 Promoter Activators. Huh7 NPC1 promoter luciferase reporter, 24 h. Potency, µM (titrated, usually from 9.22 µM), without a hit: top-dose activation, hits mostly activators. 2.4% of 320,000 active. AID 485313, 2010;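 also: potency is read from the fitted curve at half-maximal effect; % of control where 0% means no effect; nearly all actives have a fitted effect of over 60% in size; reporter is driven by a mutant NPC1 promoter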
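Compounds in DMSO were transferred onto Huh7 NPC1-luciferase reporter cells pre-incubated 2 h; after 24 h at 37 °C, Amplite reagent was dispensed and luminescence recorded 10 min later.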
FLuc counter: qHTS profiling assay for firefly luciferase inhibitor/activator using purifed enzyme and Km concentrations of substrates (counterscreen for miR-21 project). purified FLuc, Km substrates, luminescence inhibition. Potency, µM (titrated, usually from 57.5 µM), for the others: top-dose activity change, negative = inhibition, most hits filed as inhibitors. 6.9% of 360,000 active;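 also: potency is read from the fitted curve at half-maximal effect; plate controls were vehicle for no effect and reference inhibitor for full effect; nearly all actives have a fitted effect of over 55% in size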
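Biochemical qHTS of compounds, final roughly 60 µM downward over six points, against 10 nM purified firefly luciferase using Km concentrations of substrates (10 uM D-luciferin, 10 uM ATP) in Tris acetate pH 7.5 buffer; luminescence output.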
The depositor's hits bear a star; [ ] = another dose, or the depositor's remark. Unless noted, calls follow the shape of the dose curve; as a rule, active = well fitted curve in the direction sought with a large enough effect; inconclusive = small, poorly fitted or top-dose-only effect, or another doubt; inactive = no such curve, though single readings can be large; an effect the other way counts as inactive or inconclusive. An unsorted share of the library. About 15% of those tested had a hit in this group.

Results for COc1ccccc1NC(=O)CC1C(=O)Nc2ccccc2N1C(=O)c1ccccc1 (configuration not stated) ?
Tb PFK block: -4%; TRPV1 ag: 2; ELG1 genotoxic: 13%; ELG1 DNA repair: -4%; BRCA1 expr up: -13%; Rab9 prom act: -7%; RORgamma inh: 3%; p53 reactivator: -1%; VP16 counter: -8%[10 µM]; NPC1 prom act: 1%; FLuc counter: 2%

How did CC1CN(S(=O)(=O)c2cccc(C(=O)OC/C(O)=C(\C#N)c3nc4ccccc4[nH]3)c2)CC(C)O1 (configuration not stated) do in these assays?
Tb PFK block: 6%; TRPV1 ag: -3; ELG1 genotoxic: -1%; ELG1 DNA repair: inconclusive; BRCA1 expr up: -25%; Rab9 prom act: -2%; RORgamma inh: 11µM*; p53 reactivator: -10%; VP16 counter: inconclusive; NPC1 prom act: 3%; FLuc counter: -3%

Results for CCCOC(=O)CCCN1C(=O)/C(=C2\SC(=S)N(CCCC(=O)OCCC)C2=O)SC1=S ?
Tb PFK block: 2%; TRPV1 ag: 3; ELG1 genotoxic: -1%; ELG1 DNA repair: 2%; BRCA1 expr up: 0%; Rab9 prom act: -8%; RORgamma inh: 18%; p53 reactivator: 0%; VP16 counter: 1%; NPC1 prom act: 2%; FLuc counter: 2%

Results for COc1ccc(N2CCN(c3ccc(N4C(=O)CC(C)C4=O)cc3[N+](=O)[O-])CC2)cc1 (configuration not stated) ?
Tb PFK block: 1%; TRPV1 ag: 0; ELG1 genotoxic: -5%; ELG1 DNA repair: -12%; BRCA1 expr up: 4%; Rab9 prom act: -3%; RORgamma inh: inconclusive; p53 reactivator: -1%; VP16 counter: inconclusive; NPC1 prom act: 0%; FLuc counter: 5%

What do the screens show for `COC(=O)C12CCC3(SCCS3)C(C(=O)OC)(CCC13SCCS3)C2`?
Tb PFK block: 1%; TRPV1 ag: 2; ELG1 genotoxic: 0%; ELG1 DNA repair: -4%; BRCA1 expr up: -19%; Rab9 prom act: -3%; RORgamma inh: 0%; p53 reactivator: -3%; VP16 counter: -8%; NPC1 prom act: 2%; FLuc counter: -2%

What do the screens show for `O=C(COc1ccc(F)cc1Br)NCC1(N2CCOCC2)CCCCC1`?
Tb PFK block: -2%; TRPV1 ag: 15; ELG1 genotoxic: -4%; ELG1 DNA repair: inconclusive; BRCA1 expr up: -18%; Rab9 prom act: 11%; p53 reactivator: -11%; NPC1 prom act: -9%

What do the screens show for `CN(C(=O)C1CCN(S(=O)(=O)c2cccc3nonc23)CC1)C1CCCCC1`?
Tb PFK block: -4%; TRPV1 ag: 5; ELG1 genotoxic: -6%; ELG1 DNA repair: inconclusive; BRCA1 expr up: 18%; Rab9 prom act: 0%; RORgamma inh: 1%; p53 reactivator: -1%; VP16 counter: 3%; NPC1 prom act: 7%; FLuc counter: 1%

How did O=C(COC(=O)c1ccccc1NS(=O)(=O)c1cccs1)NC1CCCCC1 do in these assays?
Tb PFK block: 0%; TRPV1 ag: 1; ELG1 genotoxic: -1%; ELG1 DNA repair: 14%; BRCA1 expr up: 15%; Rab9 prom act: -4%; RORgamma inh: 25%; p53 reactivator: -18%; VP16 counter: inconclusive; NPC1 prom act: -1%; FLuc counter: -14%

How did CCOC(=O)c1c(-c2ccccc2)csc1NC(=S)N(CC)CC do in these assays?
Tb PFK block: 0%; TRPV1 ag: -3; ELG1 genotoxic: -6%; ELG1 DNA repair: inconclusive; BRCA1 expr up: -16%; Rab9 prom act: -3%; RORgamma inh: inconclusive; p53 reactivator: 24%; VP16 counter: inconclusive; NPC1 prom act: -2%; FLuc counter: -1%

How did N#Cc1cc(C(=O)c2cc(Br)ccc2O)cn(Cc2ccccc2)c1=O do in these assays?
Tb PFK block: 9%; TRPV1 ag: 6; ELG1 genotoxic: 0%; ELG1 DNA repair: inconclusive; BRCA1 expr up: -22%; Rab9 prom act: -2%; RORgamma inh: inconclusive; p53 reactivator: -3%; VP16 counter: inconclusive; NPC1 prom act: -2%; FLuc counter: inconclusive

What do the screens show for `Cc1nnc(NC(=O)c2ccccc2Br)s1`?
Tb PFK block: 2%; TRPV1 ag: 3; ELG1 genotoxic: 20%; ELG1 DNA repair: inconclusive; BRCA1 expr up: 56%; Rab9 prom act: 27%; RORgamma inh: -9%[10 µM]; p53 reactivator: 16%; VP16 counter: 9%; NPC1 prom act: 19%; FLuc counter: inconclusive

How did CCN1CCN(c2ccc(NC(=O)c3ccc4c(c3)[nH]c(=O)n4Cc3ccc(OC)cc3)cc2)CC1 do in these assays?
Tb PFK block: -5%; TRPV1 ag: -6; ELG1 genotoxic: -1%; ELG1 DNA repair: 0%; BRCA1 expr up: -8%; Rab9 prom act: 2%; RORgamma inh: 4%; p53 reactivator: -10%; VP16 counter: -1%; NPC1 prom act: 1%; FLuc counter: -11%

Results for CN(CC(=O)Nc1ccc(Cl)cc1)C(=O)CNC(=O)c1ccc2ccccc2c1 ?
Tb PFK block: -6%; TRPV1 ag: 7; ELG1 genotoxic: 27%; ELG1 DNA repair: inconclusive; BRCA1 expr up: 66%; Rab9 prom act: inconclusive; RORgamma inh: 31%; p53 reactivator: 0%; VP16 counter: 5%; NPC1 prom act: inconclusive; FLuc counter: inconclusive

Results for CC(C)CC(=O)NC(=S)N1CCN(c2ccc([N+](=O)[O-])cc2Cl)CC1 ?
Tb PFK block: 1%; TRPV1 ag: 4; ELG1 genotoxic: -5%; ELG1 DNA repair: inconclusive; BRCA1 expr up: -35%; Rab9 prom act: -1%; RORgamma inh: 3.5µM*; p53 reactivator: 3%; VP16 counter: inconclusive; NPC1 prom act: -3%; FLuc counter: 1%

What do the screens show for `Cc1ccc(CN2C(=O)C(C)Nc3ncnc(N4CCOCC4)c32)cc1` (configuration not stated)?
Tb PFK block: 13%; TRPV1 ag: 4; ELG1 genotoxic: -1%; ELG1 DNA repair: 0%; BRCA1 expr up: -17%; Rab9 prom act: -3%; p53 reactivator: -3%; NPC1 prom act: -4%; FLuc counter: -1%

How did COc1cc(NC(=O)C2CCN(S(=O)(=O)c3ccc4[nH]c(=O)oc4c3)CC2)cc(OC)c1 do in these assays?
Tb PFK block: 2%; TRPV1 ag: 1; ELG1 genotoxic: 1%; ELG1 DNA repair: -11%; BRCA1 expr up: 0%; Rab9 prom act: -6%; RORgamma inh: 3%; p53 reactivator: 0%; VP16 counter: 7%; NPC1 prom act: -4%; FLuc counter: -1%

Results for CCOC(=O)c1cn(CC)c2cc(N3CCSCC3)c(F)cc2c1=O ?
Tb PFK block: -5%; TRPV1 ag: 0; ELG1 genotoxic: 3%; ELG1 DNA repair: -21%; BRCA1 expr up: -18%; Rab9 prom act: -5%; RORgamma inh: -28%; p53 reactivator: -4%; VP16 counter: 1%; NPC1 prom act: 1%; FLuc counter: 9%

Results for O=C(CCCCCNc1nc(=S)[nH]c2ccccc12)NCCc1ccccc1 ?
Tb PFK block: 1%; TRPV1 ag: 1; ELG1 genotoxic: -3%; ELG1 DNA repair: inconclusive; BRCA1 expr up: 7%; Rab9 prom act: 3%; RORgamma inh: inconclusive; p53 reactivator: -2%; VP16 counter: -10%; NPC1 prom act: -2%; FLuc counter: 6%

What do the screens show for `Cc1ccccc1C(=O)NNC(=O)C(C)N1C(=O)c2ccccc2C1=O` (configuration not stated)?
Tb PFK block: 6%; TRPV1 ag: -3; ELG1 genotoxic: 0%; ELG1 DNA repair: 5%; BRCA1 expr up: -3%; Rab9 prom act: -1%; RORgamma inh: -14%; p53 reactivator: 4%; VP16 counter: -8%; NPC1 prom act: -6%; FLuc counter: 0%

Bioassay records as filed in PubChem BioAssay.
